# RmlC RmlD mix = inhibitors of RmlC and RmlD coupled enzymes. inhibition, % at 5.5 µM. 0.39% of 110,000 active. RmlC/RmlD coupled enzyme inhibition, 384-well mixture HTS; in the data active = inhibition above about 30%, passing the limit was not always enough; inconclusive = no clear call, values can overlap the other calls; also: strong numbers were not always called active
# HIV RNase H inh = inhibitors of HIV-1 reverse transcriptase RNase H; 1.9% of 65,000 active; RT-RNase H RNA/DNA duplex cleavage, fluorescence; P04585; inhibition, % at 10 µM; in the data active = inhibition above about 50%
# * = called active by the depositor; ? = inconclusive; . = not tested or not shown.
# Fields: RmlC RmlD mix, HIV RNase H inh
COCCn1c(Cc2ccccc2)nnc1SCC(=O)NC(C)(C)C
→ 0, -2
COc1ccc(NC(C)=O)cc1NC(C)C(=O)Nc1ccc(F)cc1 (centres undefined)
→ -13, .
O=C(Nc1c(-c2ccccc2)nc2sccn12)c1ccccc1
→ -49, 3
COc1ccccc1NC(=O)C1=C(C)Nc2ncnn2C1c1ccccc1C (centres undefined)
→ ?, 11
O=C(c1csc(Nc2ccccc2Cl)n1)N1CCCC1
→ ., -9
Cc1sc(NC(=S)NC(=O)C(C)(C)C)c(C(N)=O)c1C
→ -19, .
Cc1cc(NC(=O)COc2cccc(C)c2C)no1
→ -10, -5
Cc1cccc(S(=O)(=O)Nc2nc3ccccc3nc2NCc2ccco2)c1
→ ., 3
CCOC(=O)CON1C(=O)c2ccccc2C1=O
→ 2, .
CC(OC(=O)CCc1nc2ccccc2c(=O)[nH]1)C(=O)NCc1ccc2c(c1)OCO2 (centres undefined)
→ ., -9
Cc1oncc1C(=O)NC(C)C
→ 0, .
Cc1nc2ccccc2c(=O)n1NC(=O)c1c(O)c2c(n(CC(C)C)c1=O)CCCC2
→ 4, 7
Cc1cccc(N(CC(=O)NC2CCCCC2)C(=O)CCC(=O)Nc2ccccn2)c1
→ 22, 4
Cn1c(=O)oc2cc(S(=O)(=O)Nc3cccc4c3CCCC4)ccc21
→ 10, -9
O=C(O)c1ccc(N2CCCC2=O)cc1
→ 0, -5
COc1cccc(C(=O)NNC2=CC(=O)CC(C)(C)C2)c1
→ -6, .
CCOC(=O)Cc1csc(NC(=O)CSc2nnc(-c3ccc(C)cc3)o2)n1
→ 9, 18
CCNC(=S)NNC(=O)c1cccs1
→ 7, .
CC(C)(C)OC(=O)NCCCC1=CC2=CC(=O)C(C)(OC(=O)c3ccco3)C(=O)C2=CO1 (centres undefined)
→ -13, .
COC(=O)C1=CN(C2CC2)C=C(C(=O)OC)C1c1ccccc1OC
→ -5, 0
CCOC(=O)Cc1cc(=O)n2[nH]c(-c3ccc(C)cc3)cc2n1
→ -17, .
COC(=O)c1ccc2c(=O)n(Cc3ccco3)c(SCC(=O)Nc3ccc(C)c(Cl)c3)nc2c1
→ 15, 85*
CCC(NC(=O)c1ccccc1NC(=O)c1ccco1)C(=O)O (centres undefined)
→ -12, 0
COC(=O)c1c(NC(=O)c2ccnn2C)sc(C)c1C
→ 18, .
O=C(NC1CCCC1)C(Cc1ccccc1)n1cccc1 (centres undefined)
→ 8, .
Cc1ccc(CSCC(=O)N2CCN(c3ccc(F)cc3)CC2)cc1
→ -4, .
Cc1cccc(OCC(=O)O/N=C(\N)c2ccccn2)c1
→ 0, .
Cc1ccccc1-c1nc2cc(Cl)ccc2o1
→ -13, .
O=C(CSc1nnnn1C1CCCCC1)NCc1ccco1
→ -10, -3
CCOc1ccc(NC(N)=O)cc1
→ 15, -8

# Continuation.
# Fields: RmlC RmlD mix, HIV RNase H inh
COc1ccc(CSC(=N)N)cc1[N+](=O)[O-]
→ 3, .
Cc1cccnc1Nc1nc(-c2ccc(O)cc2)cs1
→ 8, .
Cc1ccc(C(=O)NCc2occc2C(=O)O)o1
→ 110, -4
COc1ccc(N(Cc2ccco2)C(=O)c2ccccc2F)cc1OC
→ -10, -15
CC(C)C1(C)N=C(c2nc3ccccc3cc2C(=O)O)NC1=O (centres undefined)
→ -15, 5
Cc1ccc(NCc2nnc(SCC#N)o2)c(C)c1
→ 2, .
CCc1cc2cc(C(=O)N3CCN(Cc4ccccc4)CC3)sc2s1
→ 5, -8
CN1CCN(NC(=O)CN2C(=O)/C(=C/c3ccccc3Cl)SC2=S)CC1
→ 18, .
Cc1cccc(CSC2=NCCN2C(=O)c2ccco2)c1
→ -14, -21
Cc1cc(NC(=O)c2ccc(S(=O)(=O)N3CCCC3)cc2)nc2c1c(=O)oc1ccccc12
→ 12, 72*
CCN(CC)CCNCc1ccc(-c2ccc(Cl)cc2)o1
→ -9, -10
COc1ccc(S(=O)(=O)N2CCN(Cc3ccccc3)CC2)cc1
→ 6, -4
O=C(NCc1ccccn1)c1ccc(NC(=O)c2ccco2)cc1
→ 3, -3
O=C(CCc1ccccc1)Nc1ncn[nH]1
→ -11, -2
CC(=O)c1c(C(C)=O)c(C)n(Cc2ccc(Cl)cc2)c1C
→ 3, .
CC1=C(C(=O)OC2CCCCC2)C(c2ccc(C)o2)C2=C(CCCC2=O)N1 (centres undefined)
→ -15, 6
CC1(C)Cc2nc3sc4c(OCc5ccccc5)ncnc4c3cc2CO1
→ -5, .
Cc1cc(=O)cc(C)n1-c1ccc2c(c1)nc(C)n2-c1ccccc1
→ 12, 0
O=C1CC(=O)N(Cc2cccs2)C(=O)N1
→ 4, -9
COc1ccc(CNc2ncnc3cc(OC)c(OC)cc23)cc1
→ 5, .
COc1cc(C(=O)NC2CC3CCCC(C2)N3C2CC2)cc(OC)c1OC (centres undefined)
→ 15, 2
COc1ccc(Cn2ccnc2)cc1Br
→ -9, -6
O=C(N[C@@H](Cc1ccccc1)C(=O)O)c1ccc(C(F)(F)F)cc1
→ -18, .
O=C1Nc2ccc(Br)cc2/C1=N/N=C/C1=C(N2CCOCC2)C(=C\c2ccccc2)/CC1
→ 30, .
O=C(/C=C/c1ccccc1)c1ccccc1O
→ 7, .
CN(C)S(=O)(=O)Nc1ccc2c(c1)OCO2
→ -1, -8
CCOC(=O)c1cnc2ccc(Cl)cc2c1N1CCN(C)CC1
→ -10, -3
CCCCOc1ccc(C(C)(O)CCN2CCOCC2)cc1 (centres undefined)
→ 8, -9
CCC(C)[C@H]1CN=C(N)N1CCc1cc(C(F)(F)F)cc(C(F)(F)F)c1 (some centres undefined)
→ 9, .
Cn1c(COc2ccc(Cl)cc2)nnc1SCc1ncc(-c2ccccc2)o1
→ 4, -64

# Remaining list, next part
# Fields: RmlC RmlD mix, HIV RNase H inh
Cc1ccc(-n2nnnc2SCC(=O)N2CC(=O)Nc3ccccc32)cc1
→ -8, .
O=C(CSc1nnnn1-c1ccccc1)CC(=O)Nc1ccc(Cl)cc1
→ 4, -32
O=C(c1c(O)c2ccccc2oc1=O)C1CCC1
→ -8, -26
CC1CCc2nn(CC(=O)N3CCN(C(=O)c4ccco4)CC3)cc2C1 (centres undefined)
→ 4, -6
FC(F)(F)c1cc(-c2cccs2)n[nH]1
→ 27, .
COc1ccccc1OCCCn1cc(C#N)c2ccccc21
→ -4, -76
COC(=O)c1c(N)n(-c2ccc(N3CCOCC3)cc2)c2nc3ccccc3nc12
→ ., 0
Cn1c(=O)c2c(nc(-n3ccnc3)n2Cc2ccccc2)n(C)c1=O
→ 88, 1
COC(=O)C1CSC(C(=O)OC)N1C(=O)Nc1ccccc1 (centres undefined)
→ 8, .
CC(Sc1ccc(Cl)cc1)C(=O)NCc1cccnc1 (centres undefined)
→ -8, .
CCOc1cc(/C=N\NC(=O)c2ccc(C)nc2)cc([N+](=O)[O-])c1O
→ 11, .
O=C(CC12CC3CC(CC(C3)C1)C2)NCc1ccncc1
→ -7, .
Cc1cccc2sc(NC(=O)CCNS(=O)(=O)c3cccs3)nc12
→ 12, -11
Cc1nc(CCNC(=O)c2cccs2)cs1
→ -2, -8
C=CCOC(=O)C(C#N)c1nc2ccccc2nc1N1CCN(c2ccccc2OC)CC1 (centres undefined)
→ 5, 18
O=C(NCc1ccccn1)C1Nc2ccc(OC(F)(F)F)cc2C2C=CCC12 (centres undefined)
→ 8, .
O=C(Nc1ccc(N2CCOCC2)c(Cl)c1)c1ncn[nH]1
→ 8, 3
COC(=O)CN1C(=O)N(c2ccccc2)C(N(O)C(=O)Nc2ccccc2)C1(C)C (centres undefined)
→ ., -12
Cc1nn(-c2ccccc2)c(C)c1C(=O)OCC(=O)NC12CC3CC(CC(C3)C1)C2
→ 7, .
O=C(NC1CC1)c1nc2c(nnn2Cc2ccccc2Cl)c(=O)[nH]1
→ 0, .
CC(C)CCNC(=O)C(C)N(C(=O)Cn1nnc(-c2ccc(F)cc2)n1)C1CCCC1 (centres undefined)
→ -13, 29
Cc1nn(C(C)(C)C)c(OC(=O)c2ccc3c(c2)OCO3)c1S(=O)(=O)c1ccccc1
→ -7, -12
COc1cccc(C(=O)OCCN2CCCCC2)c1
→ -10, .
Cc1ccc(C(=O)NCC(=O)O)cc1S(=O)(=O)N1CCCCC1
→ 1, -12
CCc1nnc(NC(=O)CSc2nc3c(c(=O)n2-c2ccccc2OC)SCC3)s1
→ 0, 4
COc1ccc(CNC(=O)C2CCN(S(=O)(=O)c3cc(OC)ccc3OC)CC2)cc1
→ 8, -17
Cc1cc2cc(CNC(=O)c3ccc(S(=O)(=O)N4CCOCC4)cc3)ccc2[nH]1
→ -11, -1
Cc1c(Cl)cccc1NC(=O)c1ccc(-n2ccnc2)nc1
→ 3, .
COc1ccc(C(O)P(=O)(OC2CCCCC2)c2ccc(N(C)C)cc2)cc1OC (centres undefined)
→ 5, 4
CCC(C)n1c(C)nc2c(c1=O)c1nc3ccccc3nc1n2CCC1=CCCCC1 (centres undefined)
→ -4, .

# Next entries.
Compound,RmlC RmlD mix,HIV RNase H inh
COc1ccc(Br)cc1C(=O)Nc1ccc(N2CCN(S(C)(=O)=O)CC2)cc1,-15,-3
CCn1c(SCC(=O)Nc2ccc(OC)cc2)nnc1-c1ccco1,-12,.
CCCCCCNS(=O)(=O)c1nc2nc(C)cc(C)n2n1,-9,-20
CCn1nnnc1SCC(=O)c1ccc(C)cc1,0,.
CCc1ccc(N(C(=O)C(F)(F)F)C(C(=O)NC2CCCCC2)c2ccncc2)cc1 (centres undefined),13,.
Cc1nc2c3ccccc3n(CC#N)c(=O)n2n1,6,-5
C/C(NC(=O)c1cccs1)=C1\C(=O)C[C@@H]2[C@H]1C2(C)C,-2,-2
CCCCn1c(C)c(C(=O)O)c2cc(OC)ccc21,0,4
Cc1oc(C(C)(C)C)c(CN2CCCC2)c1C(=O)O,-3,-13
O=C(NC(=S)Nc1cc([N+](=O)[O-])ccc1Cl)c1ccccc1,-17,.
O=C(c1cc(-c2ccco2)on1)N1CCN(c2ccccc2)CC1,-13,-6
COc1ccccc1-c1nn2c(-c3ccccc3Cl)nnc2s1,.,-2
CN1CCN(C(=O)CCNC(=O)Cn2ccc3ccccc3c2=O)CC1,-4,.
CCOc1ccccc1NC(=O)CSc1nnnn1-c1ccc(C(=O)OC)cc1,0,-15
O=C1CCCCCN1Cc1ccccc1,11,.

# Reformatted with each value named: entries from further up.
Structure: CCCCn1c(C)c(C(=O)O)c2cc(OC)ccc21
  RmlC RmlD mix: 0
  HIV RNase H inh: 4

Structure: COc1ccccc1-c1nn2c(-c3ccccc3Cl)nnc2s1
  RmlC RmlD mix: .
  HIV RNase H inh: -2

Structure: C/C(NC(=O)c1cccs1)=C1\C(=O)C[C@@H]2[C@H]1C2(C)C
  RmlC RmlD mix: -2
  HIV RNase H inh: -2

# Following part.
Compound,RmlC RmlD mix,HIV RNase H inh
Cc1ccc(-n2c(C)csc2=N)cc1,5,.
COc1ccc2cc1Oc1ccc(cc1)CC1c3c(cc(OC)c4c3Oc3cc5c(cc3O4)CCNC5C2)CCN1C (centres undefined),11,.
CN(C)c1ccc(C(=O)Nc2nc3c(s2)CCCC3)cc1,13,2
COC(=O)CN1C(=O)S/C(=C/c2ccc(N3CCCCC3)o2)C1=O,6,.
COc1ccc(C2CC(c3cccs3)=Nc3ccccc3S2)cc1 (centres undefined),1,.
CCOC(=O)CSc1nnc(-c2c[nH]c3ccccc23)n1CC,6,-6
CC(C)(C)c1ccc(S(=O)(=O)NCc2ccc(C(=O)N3CCCC3)cc2)cc1,12,.
O=C(CSc1nc2c(c(C(F)(F)F)n1)CCc1ccccc1-2)NCc1ccc(F)cc1,20,.
Cc1ccc(S(=O)(=O)N2CCC(C(=O)Nc3nnc(COc4ccccc4)s3)CC2)cc1,-6,5
CCOC(=O)c1sc(NC(=O)C2CCCO2)c(C(=O)OC)c1C (centres undefined),.,-3
CCCCCOC(=O)CSc1nc2c(c(=O)[nH]c(=O)n2C)n1Cc1ccc(Cl)cc1,4,34
CCOc1cc(/C=N\NC(=O)c2ccc(NC(=O)CC)cc2)ccc1OC(=O)c1ccccc1,-7,.
O=C(CC1SC(=Nc2ccccc2)N(CCCCO)C1=O)NCc1ccccc1 (centres undefined),-18,2
Cc1nnc2n1N=CC=C(c1ccccc1)S2,-7,-8
CC[C@H](NC(=O)c1c(C)c(-c2ccccc2)nc2ccccc12)c1ccccc1,7,.

# Continued.
Compound,RmlC RmlD mix,HIV RNase H inh
Oc1ccc(CNc2ccccc2O)cc1,6,.
Cc1cccc(NC(=O)c2sc(C)nc2C)c1,2,.
O=C(NNC(=O)c1sc2ccccc2c1Cl)Nc1ccc(Cl)cc1,8,.
O=C(CCC(=O)c1cccs1)OCC(=O)c1ccc(Cl)s1,6,-20
CC(=O)O[C@@H]1[C@H](OC(=O)CC(C)C)c2c(ccc3ccc(=O)oc23)OC1(C)C,9,.
COc1ccccc1CN1CCN(C(=O)Cc2ccccc2)CC1,6,-37
O=C(O)CCSCC(=O)Nc1c(C(=O)C2CC2)oc2ccccc12,8,-1
COC(=O)Cn1c(C)c(C#N)c2ccccc21,1,.

# Part of the list above in order of molecular weight, descending.
Compound,RmlC RmlD mix,HIV RNase H inh
CC(=O)O[C@@H]1[C@H](OC(=O)CC(C)C)c2c(ccc3ccc(=O)oc23)OC1(C)C,9,.
O=C(NNC(=O)c1sc2ccccc2c1Cl)Nc1ccc(Cl)cc1,8,.
O=C(CCC(=O)c1cccs1)OCC(=O)c1ccc(Cl)s1,6,-20
COc1ccccc1CN1CCN(C(=O)Cc2ccccc2)CC1,6,-37
Cc1cccc(NC(=O)c2sc(C)nc2C)c1,2,.
Cc1nnc2n1N=CC=C(c1ccccc1)S2,-7,-8
COC(=O)Cn1c(C)c(C#N)c2ccccc21,1,.

# Bioassay records from PubChem.

# An excerpt. The share of hits here may be higher or lower than overall.
